Source: PubChem BioAssay (several laboratories)
Rac1 act GTP bind = GTP binding modulators of activated mutant Rac1, primary screen, biochemical, bead-based flow cytometry, multiplex, fluorescent GTP; GST-Rac1 activated beads; actives lie on both sides; 100% means binding = to untreated wells; percent activity (GTP binding), % at 10 µM; actives 0.11% (n = 190,000); AID 764, 2007;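 active = GTP binding at least 20 percentage points away from the 100% baseline, in either direction, so actives lie on both sides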
ABCG2 block = ABCG2 efflux pump inhibitors, primary screen, multiplex with ABCB1, IgMXP3 cells, flow cytometry | Broad substrate specificity ATP-binding cassette transporter ABCG2 (Homo sapiens), Q9UNQ0 | JC-1 efflux | inhibition, % at 6.6 µM | actives 0.1% (n = 190,000) | AID 1325, 2008;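 active = inhibition above 80%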;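 note: 0% = DMSO and 100% = nicardipine control wells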
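System: two drug-resistant human cell lines, ABCG2 and ABCB1; controls: nicardipine high and DMSO low controls; times: 10 min exposure at 25 °C with rotation, no wash; detection: flow cytometry of retained JC-1 fluorescence; read-out basis: percent efflux inhibition, scaled nicardipine 100% to DMSO 0%; doses: one concentration, 6.6 µM final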
Rab2A wt mod = modulators of GTP binding to Rab2A wildtype, primary screen, biochemical, dog, bead-based flow cytometry, multiplex | AID 760, 2007 | Ras-related protein Rab-2A (Canis lupus familiaris), P61105 | GST-Rab2 wt beads, Bodipy-GTP binding | actives 0.19% (n = 190,000) | GTP binding activity, % at 10 µM;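 active = GTP binding activity at least 20 points away from 100%, either lowered or raised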;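 note: 0% = beads with excess unlabeled GTP and 100% = no-compound control corrected for plate trend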
Cdc42 wt = modulators of GTP binding to wildtype Cdc42, primary screen, biochemical, multiplex bead flow cytometry, Bodipy-GTP. Cell division control protein 42 homolog (Homo sapiens), P60953. GST-Cdc42 beads; actives lie on both sides. percent activity (GTP binding), % at 10 µM. actives 0.2% (n = 190,000). AID 761, 2007;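 active = percent activity GTP binding at least 20 points away from the 100% baseline, either down as inhibitor or up as activator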;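 note: median bead fluorescence of bound Bodipy-FL-GTP at 100 nM; 0% = excess unlabeled GTP control and 100% = no compound control; below 100% means less GTP binding so inhibitor and above means activator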
Pf gametocyte = late stage P. falciparum gametocyte viability inhibitors, primary screen, ATP luminescence, HTS; P. falciparum stage V gametocytes, 24 h; inhibition, % at 10.9 µM; actives 0.065% (n = 150,000);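 active = inhibition above the mean plus 3 SD of compounds within the control limits, set per campaign, cut at about 38% in these data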;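 note: 0% = DMSO wells and 100% = medium only without gametocytes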
Rac1 wt modul = wildtype Rac1 GTP binding modulators, primary screen, biochemical, GST-Rac1 beads, flow cytometry, multiplex; GTP binding activity (% of control), % at 10 µM; Ras-related C3 botulinum toxin substrate 1 (Homo sapiens), P63000; fluorescent GTP binding; actives lie on both sides; 0 = cold GTP competed, 100 = untreated; actives 0.27% (n = 190,000);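 active = GTP binding activity at least 20 points away from the 100% control level, either lower or higher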
HRas wt GTP = modulators of GTP binding to HRas wildtype, primary screen, biochemical, bead-based flow cytometry, multiplex | GTP binding activity, % at 10 µM | actives 0.14% (n = 190,000) | GST-Ras wt beads, Bodipy-FL-GTP binding; actives lie on both sides | GTPase HRas (Homo sapiens), P01112;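 active = GTP binding activity at least 20% away from the 100% baseline, either lowered as inhibitor or raised as activator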;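 note: 0% = unlabeled GTP competition control and 100% = no-compound control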
ABCB1 inh = ABCB1 efflux pump inhibitors, primary screen, cell-based, multiplex, flow cytometry, ABCG2 counter-screen | inhibition, % at 6.6 µM | ATP-dependent translocase ABCB1 (Homo sapiens), P08183 | CCRF-Adr cells, JC-1 efflux | AID 1326, 2008 | actives 0.067% (n = 190,000); in the data active = inhibition above about 40%;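 note: 0% = vehicle and 100% = reference inhibitor; higher value means more JC-1 retained so stronger ABCB1 efflux block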
Target sequence (P08183 whole entry, looked up): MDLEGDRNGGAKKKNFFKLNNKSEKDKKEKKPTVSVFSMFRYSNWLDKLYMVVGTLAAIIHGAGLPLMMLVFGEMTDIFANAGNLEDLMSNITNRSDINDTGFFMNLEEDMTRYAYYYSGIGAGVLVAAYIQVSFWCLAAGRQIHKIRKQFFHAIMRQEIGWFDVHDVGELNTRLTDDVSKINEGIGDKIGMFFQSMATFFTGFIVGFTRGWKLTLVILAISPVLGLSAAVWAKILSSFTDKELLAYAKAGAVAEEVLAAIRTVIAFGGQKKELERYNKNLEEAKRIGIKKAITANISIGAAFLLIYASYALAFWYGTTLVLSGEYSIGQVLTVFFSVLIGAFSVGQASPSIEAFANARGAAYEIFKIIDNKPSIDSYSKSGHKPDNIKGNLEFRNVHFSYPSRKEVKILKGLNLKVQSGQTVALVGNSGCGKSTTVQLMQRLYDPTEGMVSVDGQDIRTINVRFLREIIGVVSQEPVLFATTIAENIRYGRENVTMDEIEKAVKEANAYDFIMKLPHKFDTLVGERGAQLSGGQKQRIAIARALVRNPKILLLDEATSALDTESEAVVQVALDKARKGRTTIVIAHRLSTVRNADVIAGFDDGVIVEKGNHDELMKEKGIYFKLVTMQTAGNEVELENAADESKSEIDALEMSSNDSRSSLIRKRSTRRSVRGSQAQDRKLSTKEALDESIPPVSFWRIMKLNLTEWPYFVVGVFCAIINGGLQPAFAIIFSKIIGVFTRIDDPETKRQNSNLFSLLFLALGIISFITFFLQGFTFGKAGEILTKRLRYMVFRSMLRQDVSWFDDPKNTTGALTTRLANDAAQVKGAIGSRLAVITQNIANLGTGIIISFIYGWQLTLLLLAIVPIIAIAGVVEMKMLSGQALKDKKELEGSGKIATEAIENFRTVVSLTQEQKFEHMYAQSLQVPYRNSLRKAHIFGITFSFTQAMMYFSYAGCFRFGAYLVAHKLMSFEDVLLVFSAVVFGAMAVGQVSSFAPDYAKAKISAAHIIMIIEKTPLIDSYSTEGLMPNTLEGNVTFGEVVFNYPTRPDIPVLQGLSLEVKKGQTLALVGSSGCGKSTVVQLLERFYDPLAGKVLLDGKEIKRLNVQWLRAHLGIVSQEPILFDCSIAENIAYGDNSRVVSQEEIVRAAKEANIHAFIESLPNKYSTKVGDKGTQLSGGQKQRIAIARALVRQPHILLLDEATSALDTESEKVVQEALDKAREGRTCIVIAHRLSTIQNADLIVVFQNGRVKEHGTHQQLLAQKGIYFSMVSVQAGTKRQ
Mcl1 Noxa PPI = Mcl-1/Noxa binding inhibitors, primary screen, biochemical, TR-FRET, 1536-well; Induced myeloid leukemia cell differentiation protein Mcl-1 (Homo sapiens), Q07820; TR-FRET Mcl-1/Noxa peptide binding, 2 h; inhibition, % at 21.7 µM; actives 1.5% (n = 220,000);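 active = compounds that cut the protein-peptide binding signal by more than 50% relative to plate controls in a single-dose test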;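 note: His-tagged Mcl-1 with rhodamine Noxa BH3 peptide and terbium anti-His antibody; 0% = Mcl-1 plus Noxa peptide wells and 100% = peptide-only wells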
Rab7 wt modul = modulators of GTP binding to Rab7, primary screen, biochemical, wildtype, multiplex bead flow cytometry; actives 0.055% (n = 190,000); GST-Rab7 beads, fluorescent GTP binding; actives lie on both sides; untreated = 100%, excess cold GTP = 0%; Rab7 GTPase wild type (dog), Bodipy-FL-GTP binding; GTP binding activity (percent of control), % at 10 µM; AID 758, 2007;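 active = fluorescent GTP binding to Rab7 beads changed by at least 20 points from the 100% baseline, either direction, mostly lower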;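 note: median green fluorescence of bound Bodipy-FL-GTP per Rab7 bead population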
Avidin fluor = green autofluorescence of compounds with avidin beads – biophysical, 488/530 nm, flow cytometry, artefact control, profiling panel | compound fluorescence 488/530 nm; stronger effect = higher value | fluorescence (KMESF) at 10 µM | actives 0.38% (n = 220,000); in the data active = fluorescence above about 47; note: inactives centre near 10
The depositor's hits bear a star; . = not tested or not shown.

SMILES	Rac1 act GTP bind	ABCG2 block	Rab2A wt mod	Cdc42 wt	Pf gametocyte	Rac1 wt modul	HRas wt GTP	ABCB1 inh	Mcl1 Noxa PPI	Rab7 wt modul	Avidin fluor
CC1(C)C(C=C(Cl)Cl)C1C(=O)N(Cc1ccc(Cl)cc1)C1CCS(=O)(=O)C1 (stereo not given)	98	6	96	100	-5	104	96	4.8	1	96	15
CC(=O)c1cc2c(cc1NS(=O)(=O)c1ccccc1F)OCO2	93	0	96	94	-15	92	93	-0.1	6	98	7
O=C(Nc1cccc(S(=O)(=O)N2CCOCC2)c1)c1ccco1	100	2	101	103	6	106	100	0.5	-3	99	9
C[C@@H]1CN(C(=O)c2nc3ccc(Cl)cn3c2CN[C@H]2CCCCNC2=O)C[C@H](C)O1	96	-1	97	97	2	99	99	-0.2	16	100	13
CC1C=Cc2ccccc2N1C(=O)c1ccccc1 (stereo not given)	97	1	99	97	.	103	100	0.3	2	102	13
O=C(NCCC1=CCCCC1)c1ccc(Cl)c(S(=O)(=O)N2CCOCC2)c1	97	4	95	99	-93	93	96	0.8	.	93	9
N#Cc1c(-c2ccccc2)nc(N2CCOCC2)[nH]c1=O	96	8	98	97	.	99	99	1.6	24	96	6
COC(=O)c1cc(=O)n(-c2ccccc2)c(=Nc2ccccc2)s1	98	0	97	99	.	100	99	-0.4	21	98	6
O=C(/C=C/c1ccc(Cl)cc1)Nc1ccc(S(=O)(=O)Nc2ncccn2)cc1	96	0	96	98	-10	94	95	0.1	7	103	9
O=S(=O)(Nc1cccc(S(=O)(=O)N2CCOCC2)c1)c1ccc(Cl)s1	92	0	93	91	-6	96	94	0.0	10	94	11
CCOc1ccc2c(c1)-c1c(ssc1=S)C(C)(C)N2C(=O)CSC1=NCCS1	102	7	102	103	-46	106	103	3.8	9	101	12
CCCc1nc(NC(C)=O)c(C#N)c(-c2ccco2)c1CC	96	16	96	96	-9	97	97	-0.1	6	100	18
CCc1ccc(/C(C)=N/Nc2cc(Cl)nc(C)n2)cc1	97	1	99	97	7	101	98	-0.1	4	99	23
COc1ccc(/C(N)=N/OC(=O)Cc2ccccc2OC)cc1	103	0	109	110	15	111	109	0.0	13	107	32
CNc1ccc(Br)cc(C(=O)/C=C/c2cccc(OC)c2OC)c1=O	92	-3	98	95	-44	99	98	-0.2	70*	95	4
CCCNC(=O)OC[C@H]1O[C@H](CCO/N=C/c2ccc(C(=O)N3[C@H](c4ccc(C)cc4)[C@@H](C)CC[C@H]3C(=O)OC)cc2)C=C[C@@H]1Oc1ccc(OC)cc1	101	1	103	104	.	108	101	3.1	-1	104	10
N#CCN1CCN(CCC(=O)Nc2ccc(OCc3ccccc3)cc2)CC1	99	0	102	101	.	105	102	-0.1	-9	103	7
O=C(OCC(=O)c1cccs1)C1=COCCO1	98	-1	98	98	.	96	99	-2.7	-12	93	15
Cc1ccc(C)c(-c2cc(C(=O)Nc3nccs3)c3ccccc3n2)c1	98	4	100	100	.	98	100	1.3	14	99	11
CN(C)c1ccc(C=Nc2ccccc2C(N)=O)cc1	94	8	94	96	23	93	97	0.3	22	95	9
COc1ccccc1CNC(=O)C1(NC(=O)Nc2ccc(C)cc2)CCCCC1	96	7	96	99	.	97	98	1.0	-4	102	17
CC1(C2CC(C(F)(F)F)n3nc(C(=O)O)cc3N2)CC1 (stereo not given)	96	0	102	100	.	99	102	-0.2	7	107	10
N#Cc1c(NC(=O)COC(=O)c2ccc(F)cc2)sc2c1CCC2	98	1	101	99	10	98	101	0.2	-2	102	11
Nc1nonc1NC(=O)NN=C1CCCCC1	104	3	101	104	-34	102	107	0.5	1	101	2
Cc1ccc(N(CC(=O)NC(C)(C)C)C(=O)CNC(=O)c2cccs2)c(C)c1	95	0	97	95	-2	98	97	0.8	-19	101	5

Quoted at random: 2 compounds from above.
SMILES	Rac1 act GTP bind	ABCG2 block	Rab2A wt mod	Cdc42 wt	Pf gametocyte	Rac1 wt modul	HRas wt GTP	ABCB1 inh	Mcl1 Noxa PPI	Rab7 wt modul	Avidin fluor
COC(=O)c1cc(=O)n(-c2ccccc2)c(=Nc2ccccc2)s1	98	0	97	99	.	100	99	-0.4	21	98	6
Cc1ccc(C)c(-c2cc(C(=O)Nc3nccs3)c3ccccc3n2)c1	98	4	100	100	.	98	100	1.3	14	99	11

(cont.)
SMILES	Rac1 act GTP bind	ABCG2 block	Rab2A wt mod	Cdc42 wt	Pf gametocyte	Rac1 wt modul	HRas wt GTP	ABCB1 inh	Mcl1 Noxa PPI	Rab7 wt modul	Avidin fluor
Cc1cccc(NC(=O)c2ccoc2C)n1	96	1	97	98	20	98	96	0.0	-3	96	10
CCCC(=O)Nc1ccc(C(=O)NCC2CCCO2)cc1 (stereo not given)	100	5	104	106	12	111	103	0.8	9	102	7
Cc1ccc2nc(SCc3nc4c(cnn4-c4ccccc4)c(=O)[nH]3)[nH]c2c1	97	2	97	100	18	99	100	1.0	9	100	26
CO/N=C/c1ccc(OC)c(Oc2nc(OC)cc(OC)n2)c1	96	2	100	99	10	96	98	0.2	7	95	9
COc1cc(C2C(C#N)=C(N)OC3=C2C(=O)CCC3)cc(OC)c1OC(=O)N1CCOCC1 (stereo not given)	99	-6	103	101	16	101	102	-5.4	3	103	14
CN(C)CCNc1cnn(-c2ccccc2)c(=O)c1Cl	100	-1	98	98	-7	99	96	-0.1	-14	96	7
Cc1cc(C)n(CCCO)c(=O)c1C#N	97	1	99	93	.	102	100	0.2	-8	99	7
CCN(CC)S(=O)(=O)c1ccc(N2CCOCC2)c(NC(=O)CCC2CCCCC2)c1	100	18	100	100	-13	102	97	8.2	10	96	15
Cc1ccc(Cn2nnc3c(=O)n(CC(=O)N4CCN(c5ccccc5)CC4)cnc32)cc1	97	1	102	99	11	102	100	0.4	6	101	8
CC(=O)c1c(C)[nH]c(C(=O)OCC(=O)Nc2ncc(Cl)c(C)c2Cl)c1C	99	1	99	99	.	102	99	0.3	17	98	7
COc1cc2cc(CN(CCN3CCCC3)C(=O)Nc3ccc(F)cc3)c(=O)[nH]c2cc1OC	101	1	105	106	.	102	106	0.3	28	103	17
Oc1ccc(-c2onc3ccc(Cl)cc23)cc1	97	4	99	100	.	98	98	0.1	11	101	4
COc1ccc(OC)c(S(=O)(=O)Nc2ccc(Oc3ccccc3)cc2)c1	104	2	106	103	12	106	103	0.9	5	104	37
COc1cc(N=C(N)N=C(N)N)cc(OC)c1	98	15	101	97	23	100	99	2.5	-4	109	10
Cc1ccc(CSCC(=O)NCc2cccnc2)cc1	100	12	101	102	.	105	100	0.3	-2	104	15
NC(=O)CSc1nnc(-c2ccncc2)n1CCc1ccccc1	101	2	103	105	-2	103	103	0.5	5	104	36
COc1cccc2cc(-c3ccccc3)c(=O)oc12	97	28	96	97	13	98	97	0.7	22	96	11
O=c1cc(C(F)(F)F)nc(-c2cccnc2)[nH]1	94	3	94	91	4	92	95	0.0	-17	98	14
COc1cccc2cc(S(=O)(=O)c3ccccc3)c(=Nc3ccc4c(c3)OCCO4)oc12	98	-11	99	104	-6	103	101	-0.5	7	100	14
O=C(Nc1ccc2c(c1)OCCO2)C1CCCN1S(=O)(=O)c1ccc(Cl)cc1 (stereo not given)	100	5	104	108	.	108	103	1.0	-3	102	7
COc1ccc(NC(=O)C2CCCN(S(=O)(=O)c3cccc4nonc34)C2)cc1OC (stereo not given)	96	20	98	96	.	100	99	1.8	19	95	8
O=C(O)C1SCCN1S(=O)(=O)c1ccc(N=NN2CCOCC2)cc1 (stereo not given)	95	0	97	100	25	101	98	-0.2	23	101	9
CC(C)Oc1ccc(C(CC(=O)O)NC(=O)C(Sc2ccccc2)c2ccccc2)cc1 (stereo not given)	88	0	87	87	5	92	91	0.2	-5	93	24
O=C(NCc1ccccn1)C1CCN(S(=O)(=O)c2cnc[nH]2)CC1	104	-1	104	105	.	108	102	0.1	-13	99	31
COc1ccc(N(C)S(=O)(=O)c2cccc(C(=O)NC3CCCCC3C)c2)cc1 (stereo not given)	93	-1	95	95	1	96	97	0.0	-1	95	24

(further entries)
SMILES	Rac1 act GTP bind	ABCG2 block	Rab2A wt mod	Cdc42 wt	Pf gametocyte	Rac1 wt modul	HRas wt GTP	ABCB1 inh	Mcl1 Noxa PPI	Rab7 wt modul	Avidin fluor
c1ccc(-c2nnc3sc(-c4cc5ccccc5o4)nn23)cc1	97	-2	96	100	.	101	101	-1.1	20	98	11
CCOC(=O)C(NC(=O)c1ccc(F)cc1)(Nc1nnc(C)s1)C(F)(F)F (stereo not given)	100	1	96	100	0	102	99	0.4	3	99	12
Cc1ccc(C(C)C)c(OCC(=O)Nc2ccc(N3CCN(S(C)(=O)=O)CC3)cc2)c1	97	19	98	100	8	101	97	1.5	12	104	19
CC(C)CC(=O)Nc1ccc2c3c(cccc13)CC2	99	10	98	98	.	100	98	0.4	8	97	15
CC(=O)Nc1ccccc1C(=O)C(=O)Nc1cccc(Br)c1	98	5	97	96	.	102	98	0.7	17	99	10
CC(/C=C/c1ccc(N(C)C)cc1)=N/N=C1/NC(=O)CC(C(=O)Nc2ccc(Cl)cc2)S1 (stereo not given)	100	-14	99	98	.	105	101	-2.9	-62	99	5
COc1cccc(C(=O)Nc2cccc(C(=O)NCC(C)C)c2)c1	99	58	99	104	-14	102	100	1.0	17	96	8
COC(C(=O)Nc1ccc(F)cc1)c1ccccc1 (stereo not given)	101	17	99	103	.	102	100	0.5	1	94	7
COc1cc(C(=O)NC2CCCc3ccccc32)ccc1OCC(=O)Nc1ccc(F)cc1 (stereo not given)	95	16	94	98	17	98	96	1.2	15	97	5
CCOC(=O)CSc1ccc2nnc(-c3ccccc3)n2n1	98	3	99	103	.	100	102	0.6	-11	101	6
N#C/C(=C\c1cccc(NC(=O)c2ccccc2Cl)c1)C(=O)NCCc1ccccc1	97	50	96	99	0	102	96	0.5	-11	96	19
COc1cc(/C=C(\NC(=O)c2ccccc2)C(=O)NCCO)c([N+](=O)[O-])cc1OC	103	11	102	101	8	106	102	1.6	-3	103	4
COc1cccc(CN2CCNC(=O)C2CC(=O)NCCOc2cccnc2)c1 (stereo not given)	93	2	95	90	15	94	93	0.4	9	94	11
